RAD54 inh: blocks human RAD54 Holliday junction branch migration; Q92698; FAM/BHQ fluorescence; inhibition, % at 10.4 µM; actives 0.14% (n = 360,000);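 active means mean normalized replicate activity at least 40 and at least half of replicates scoring 40 or more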;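 further: 0% = median of neutral control wells and 100% = median of positive control wells; inhibitors cause a drop in the FAM fluorescence signal; in these data hits start at about 50%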
FN deposition inh: fibronectin deposition inhibition | inhibition, % at 12.6 µM | AH1F fibroblasts, Alexa488-fibronectin deposition fluorescence, overnight | actives 0.086% (n = 350,000) | AID 743247;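 active means mean inhibition across replicates of 30% or more, regardless of how many single replicates reach that level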;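 further: positive control wells lacked labelled fibronectin entirely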
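Assay system: AH1F fibroblasts assembling fluorescent fibronectin matrix; Amount: 10000 AH1F cells per well; Buffer or medium: DMEM, 2% serum; Probe or stimulus: Alexa488-fibronectin, 24 nM final in well; Doses: single compound dose, delivered by pin transfer; Incubation: 1 h adhesion, overnight exposure; Measured by: fluorescence 485/525 nm; Read-out: fibronectin deposition inhibition.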
esBAF inh: SWI/SNF esBAF complex inhibition; actives 2% (n = 350,000); AID 602393; mouse ES cells, Bmi1-luciferase knock-in reporter, 24 h; 100% = twice the neutral-well signal; reporter increase, % at 12.5 µM; in the data active means activation above about 40%;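 further: 0% = median of the plate's neutral control wells and 100% = double that signal; a rise in the Bmi1 reporter signal indicates esBAF inhibition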
E-selectin induc: induces E-selectin expression in human endothelial cells. P16581. actives 0.37% (n = 260,000). activation, % at 7.58 µM. HUVEC E-selectin immunofluorescence imaging; normalized: neutral wells 0, TNF-alpha wells 100;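 active means mean E-selectin-positive cell signal at least 10% of the positive control, reached in at least 60% of replicates, without over 20% cell loss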;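 further: in these data hits start at about 27%; measured in HUVEC primary endothelial cells; signal is the percent of cells scored E-selectin positive by PE staining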
Target sequence (P16581 whole entry, looked up): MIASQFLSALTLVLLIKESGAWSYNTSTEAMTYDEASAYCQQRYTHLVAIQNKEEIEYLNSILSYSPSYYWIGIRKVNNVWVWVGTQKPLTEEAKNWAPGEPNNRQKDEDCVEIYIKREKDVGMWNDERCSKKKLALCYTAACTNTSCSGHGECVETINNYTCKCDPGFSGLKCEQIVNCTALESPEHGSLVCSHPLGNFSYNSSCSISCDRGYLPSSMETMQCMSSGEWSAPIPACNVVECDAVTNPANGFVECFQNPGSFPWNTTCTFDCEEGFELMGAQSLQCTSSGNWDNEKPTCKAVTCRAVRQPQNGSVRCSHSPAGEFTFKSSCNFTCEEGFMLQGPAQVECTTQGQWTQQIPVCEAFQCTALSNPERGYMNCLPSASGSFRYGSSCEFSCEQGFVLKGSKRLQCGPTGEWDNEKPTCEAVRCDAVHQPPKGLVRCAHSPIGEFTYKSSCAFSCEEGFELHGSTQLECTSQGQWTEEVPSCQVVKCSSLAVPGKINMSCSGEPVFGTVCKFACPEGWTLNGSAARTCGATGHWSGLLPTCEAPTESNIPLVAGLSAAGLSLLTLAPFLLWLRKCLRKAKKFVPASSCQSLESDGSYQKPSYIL
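Test system: HUVEC | Signal: Immunofluorescence imaging | Read-out: Percent E-selectin-positive cells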
S100A4 inh HTS: S100A4-myosin IIA interaction inhibition; S100A4/TAMRA-MyoIIA peptide fluorescence polarization; inhibition, % at 10.7 µM; actives 0.14% (n = 360,000); AID 652163;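 active means mean inhibition of at least 70% across replicates, with every replicate also reaching that level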
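Material: human S100A4 monomer with TAMRA-labelled myosin IIA peptide; buffer or medium: HEPES pH 7.2 with CaCl2, KCl, NaCl, DTT, Triton; compound dosing: one concentration per compound; schedule: 5 min incubation before reading; benchmarks: neutral control DMSO, positive control TFP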
EWS-Fli block: inhibitors of EWS/Fli oncoprotein transcriptional activity; inhibition, % at 12.6 µM; AID 651661; actives 0.67% (n = 350,000); A673 NR0B1-luciferase reporter, viability-normalised;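 active means mean inhibition of at least 50% after viability correction, with every replicate also passing that limit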;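 further: firefly luciferase signal divided by Alamar Blue viability fluorescence both relative to DMSO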
RAD52 anneal inh: RAD52 (human) annealing inhibition | recombinant RAD52 DNA annealing, FRET fluorescence | inhibition, % at 18.7 µM | actives 0.46% (n = 360,000) | AID 651710;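 active means every replicate showing at least 50% inhibition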
Target sequence (P43351 whole entry, looked up): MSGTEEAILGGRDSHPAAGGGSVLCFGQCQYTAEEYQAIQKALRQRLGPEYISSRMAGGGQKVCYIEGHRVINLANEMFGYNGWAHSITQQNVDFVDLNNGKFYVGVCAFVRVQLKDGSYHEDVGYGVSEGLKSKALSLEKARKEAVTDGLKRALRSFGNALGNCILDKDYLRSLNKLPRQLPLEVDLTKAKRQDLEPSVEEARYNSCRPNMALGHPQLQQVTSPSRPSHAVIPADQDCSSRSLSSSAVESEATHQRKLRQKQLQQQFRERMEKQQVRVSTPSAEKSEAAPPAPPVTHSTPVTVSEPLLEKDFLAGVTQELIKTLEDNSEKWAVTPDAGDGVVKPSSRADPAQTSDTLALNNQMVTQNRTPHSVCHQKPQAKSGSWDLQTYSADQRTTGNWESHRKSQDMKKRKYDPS
XiGFP reactiv: reactivates the inactive X chromosome in mouse fibroblasts. XiGFP mouse fibroblasts, % GFP-positive cells imaging, 3 d; cells co-treated with 5-aza-dC sensitizer; scaled so ellipticine positive control = 100%. activation, % at 7.58 µM. actives 0.055% (n = 360,000). AID 743238;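 active means mean normalized replicate activation at least 10% and every replicate at or above 10%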;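 further: 0% = median of on-plate neutral control wells and 100% = ellipticine 6 µM median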
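Material: XiGFP fibroblasts, SV40-immortalized. Buffer or medium: DMEM plus 5-aza-dC sensitizer. Compound: single concentration per compound, delivered by pin transfer. Times: 3 days compound exposure. Controls: ellipticine 6 µM.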
Numbers without * were called inactive; / = not tested or not shown; & = joins results of further samples.

SMILES	RAD54 inh	FN deposition inh	esBAF inh	E-selectin induc	S100A4 inh HTS	EWS-Fli block	RAD52 anneal inh	XiGFP reactiv
COc1ccccc1C(=O)NCC(=O)NC1CCCc2ccccc21 (configuration not stated)	/	2	/	-0.3	-3	-5	-15	0.2
Cc1noc(C)c1NC(=O)Nc1ccc2c(c1)C(=O)N([C@@H](C)CO)C[C@@H](C)[C@@H](CN(C)C(=O)CCCN(C)C)OCCCC[C@@H](C)O2	12	/	5	0.0	4	-7	12	0.1
Cn1nc(C(=O)Nc2cccc(S(=O)(=O)N3CCOCC3)c2)c2ccccc2c1=O	6	2	-1	/	-2	-3	-26	-0.3
COc1ccccc1C(=O)N=Nc1c(O)[nH]c2ccc([N+](=O)[O-])cc12	/	3	/	/	-18	-13	-17	0.1
CC1CCN(C(=O)c2ccc(NS(=O)(=O)c3ccccc3)cc2)CC1	5	-8	2	0.1	-11	-8	-17	0.3
O=C(C[C@@H]1CC[C@@H](NC(=O)c2ccc(F)cc2)[C@H](CO)O1)NCc1ccncn1	1	/	-15	0.0	5	/	7	-0.5
CCOC(=O)C1CCCN(CCC(=O)Nc2cccc(C)c2)C1 (configuration not stated)	/	-4	/	/	3	1	-8	0.0
CCOc1ccc(NC(=O)NC(C)CC)cc1 (configuration not stated)	-1	2	13	-0.2	-2	-9	-3	0.1
O=Cc1ccc(Oc2ncccn2)cc1	/	/	/	-0.3	-1	-4	3	0.6
C[C@@H]1CCCCO[C@H](CN(C)C(=O)Nc2ccc(F)cc2)[C@H](C)CN([C@@H](C)CO)C(=O)c2cc(NC(=O)Nc3cccc4ccccc34)ccc2O1	9	-7	1	0.3	16	0	27	0.0
COc1ccc([C@H]2CN(Cc3ccccc3)C(=O)[C@@H]2CC(=O)Nc2ccccc2)cc1	0	-11	25	0.8	0	-10	-12	0.1
COc1ccc(OCC(O)CNCCOc2ccccc2OC)c(C(C)(C)C)c1 (configuration not stated)	12	5	-3	1.1	-5	30	28	0.4
COc1ccc(NC(=O)CCC(=O)Nc2cc(OC)c(NC(=O)c3cccs3)cc2OC)cc1	-6	2	3	/	3	3	-9	0.1
O=C(C[C@@H]1C=C[C@H](NC(=O)c2cccnc2)[C@@H](CO)O1)NCc1ccc(Cl)c(Cl)c1	-4	1	-2	-0.1	4	-4	-3	-0.2
Cc1cc(C)c(NC(=O)CN)c(C)c1	/	/	/	/	-1	2	-6	0.1
Cc1cc(NC(=O)c2cccs2)n(-c2nc3ccccc3[nH]2)n1	/	0	/	/	-1	-10	-5	0.2
CC1CN(C(=S)SCC(=O)c2ccc([N+](=O)[O-])cc2)CC(C)O1 (configuration not stated)	5	8	0	-0.1	3	0	-9	0.0
COc1cccc(O)c1CN1CCCC(C(=O)c2cccc(C(F)(F)F)c2)C1 (configuration not stated)	0	-3	-5	/	-1	11	4	0.0
CC(C)(C)S(=O)(=O)/C(C#N)=N/Nc1ccc(Cl)cc1	/	4	/	/	0	8	-10	0.0
Nc1nc(N)c2cc(Sc3ccc(Cl)cc3)ccc2n1	14	4	-53	-0.5	-1	12	85*	-0.1
N#Cc1cccc(-c2ccc(C3[C@@H]4CN(S(=O)(=O)Cc5ccccc5)C[C@H]3N4)cc2)c1 (some centres not stated)	/	-6	/	0.2	-45	-2	42	0.0
CCOC(=O)c1ccc(S(=O)(=O)Nc2cc(S(=O)(=O)N3CCOCC3)ccc2O)cc1	-1	0	-1	/	-20	0	-9	0.0
O=C(COC(=O)COc1cccc(C(F)(F)F)c1)Nc1ccc(N2CCOCC2)cc1	9	-3	0	/	-7	-5	-14	0.0
COc1cc(/C=C/C(=O)OCN2C(=O)c3ccccc3C2=O)ccc1OC(F)F	5	/	/	0.5	-3	/	-11	0.0
C[C@@H]1CN([C@@H](C)CO)C(=O)c2cccc(NC(=O)Nc3ccc(C(F)(F)F)cc3)c2O[C@@H]1CN(C)S(=O)(=O)c1ccc(F)cc1	1	/	11	0.3	14	-29	-9	-0.9
New compounds follow:
SMILES	RAD54 inh	FN deposition inh	esBAF inh	E-selectin induc	S100A4 inh HTS	EWS-Fli block	RAD52 anneal inh	XiGFP reactiv
COc1cc(NC(=O)CNC(=O)Cn2ccc3ccccc3c2=O)cc(OC)c1OC	1	4	-5	-0.2	9	4	-13	0.0
Cc1ccc(C(=O)OCC(=O)c2c[nH]c3ccccc23)cc1	/	0	/	0.2	-2	-3	-13	-0.1
COc1ccc(OC)c(NC(=O)CSc2ccc(-c3cccnc3)nn2)c1	0	7	-2	/	9	/	-2	0.2
COc1ccc(C(N)c2csc(Nc3ccc(S(C)(=O)=O)cc3)n2)cc1 (configuration not stated)	-2	4	-7	-0.2	-1	7	-14	0.2
Cc1cccc(Oc2nc3ccccn3c(=O)c2/C=C(\C#N)C(=O)NC2CCS(=O)(=O)C2)c1C (configuration not stated)	0	2	-4	/	1	/	-22	0.1
COc1ccc(NC(=O)C(=O)NCC2CCCN2S(=O)(=O)c2ccc(C)cc2)cc1 (configuration not stated)	-18	/	-20	/	-5	56*	-6	0.6
O=C(c1ccco1)N1CCN(Cc2cccc(C(F)(F)F)c2)CC1	-4	-4	7	0.4	-4	5	-3	0.2
CCOc1ccc(C(=O)NCC(=O)OCc2cc(C(C)=O)ccc2OC)cc1	/	4	/	0.4	-2	0	-20	0.3
CC1(C(=O)Nc2ccc3nc[nH]c3c2)CCN1C(=O)C/C=C/c1ccccc1 (configuration not stated)	-10	-1	1	/	1	1	-7	-0.2
CC(C)NC(=O)NC(=O)COC(=O)c1ccc([N+](=O)[O-])cc1Cl	/	0	/	/	4	13	-3	1.0
CCC(=O)c1ccc(N2CCN(S(=O)(=O)c3ccccc3)CC2)c(F)c1	/	2	/	/	2	-4	-2	0.0
COC(=O)C1=C(C)NC(=O)NC1c1ccc(N2CCC(c3ccccc3)=N2)cc1 (configuration not stated)	3	5	14	/	2	9	-55	0.1
COCC(=O)N[C@H]1CC[C@@H](CC(=O)NCc2ccc(Cl)cc2)O[C@@H]1CO	4	-10	1	-0.2	11	-4	3	-0.2
O=C(Nc1ccc(S(=O)(=O)N2CCCCC2)cc1)C1CCN(C(=O)c2ccc(F)cc2)CC1	/	3	/	/	-1	23	-7	0.5
CC(C)Oc1cc(F)ccc1-c1cc(C(=O)NCc2cccs2)[nH]n1	-3	17	-1	0.1	-2	-9	-18	0.0
CCc1ncc(CO)n1Cc1cccc2ccccc12	4	-9	0	0.0	17	-2	-1	0.0
C[C@@H]1CCCCO[C@@H](CN(C)C)[C@@H](C)CN([C@H](C)CO)C(=O)c2cc(NS(=O)(=O)c3cn(C)cn3)ccc2O1	0	2	/	0.0	12	/	-8	0.1
COC1CC(C)NC(=S)N1 (configuration not stated)	-5	-2	8	3.3	2	3	-8	0.1
CNC[C@@H]1Oc2ccc(NC(=O)CCN3CCOCC3)cc2C(=O)N([C@@H](C)CO)C[C@H]1C	-3	3	-3	-0.1	5	-1	8	-1.4
CCOc1ccc(N(CC(=O)OC)S(=O)(=O)c2c(C)noc2C)cc1	-8	-2	-6	0.0	-2	5	-15	0.2
O=C(CCC1CCCN(c2ncccn2)C1)NCc1ccc(F)c(F)c1 (configuration not stated)	/	4	/	0.2	2	6	-5	0.0
O=C(N/N=C/c1ccc2c(c1)OCO2)C1COc2ccccc2O1 (configuration not stated)	-1	/	-8	/	-1	-18	0	/
CC(=O)NC[C@@H]1[C@H](c2ccc(C3=CCCCC3)cc2)[C@H](CO)N1C(=O)NC(C)C	2	-12	9	-0.1	/	8	/	-0.1
O=C(Nc1cccc(Cl)c1)N1[C@@H]2CNC[C@H]1C2c1ccc(-c2ccccc2)cc1 (some centres not stated)	/	-4&-8	/	0.1&0.1	-21&7	/	53*	0.0&0.0
N#CCc1ccc(OC(=O)c2cccnc2)cc1	5	5	-5	/	-5	-1	-1	-0.1
(next part)
SMILES	RAD54 inh	FN deposition inh	esBAF inh	E-selectin induc	S100A4 inh HTS	EWS-Fli block	RAD52 anneal inh	XiGFP reactiv
CCC(=O)N(C)C[C@H]1Oc2cc(/C=C/c3ccccc3)ccc2S(=O)(=O)N([C@H](C)CO)C[C@H]1C	-8	7	0	-0.1	5	3	6	-1.2
CC(C)CC(=O)Nc1nc2ccc(S(C)(=O)=O)cc2s1	6	/	20	/	3	-8	-12	0.0
CCN(C(=O)c1ccc(S(=O)(=O)N2CCOCC2)cc1)C1CCS(=O)(=O)C1 (configuration not stated)	/	-14	/	-0.1	-8	-1	7	0.0
CO[C@H]1CN(C)C(=O)c2cc(NC(=O)c3cc(C)on3)ccc2OC[C@H](C)NC[C@@H]1C	/	8	-4	-0.1	/	-2	/	0.0
CCn1ccnc1CN1CCC(CO)(CCOc2ccccc2)CC1	-5	2	-6	-1.9	-5	-7	-1	0.0
COc1cccc(S(=O)(=O)N2CC[C@@H]3[C@H]2c2cc(C#Cc4cccnc4)ccc2N(C)[C@H]3CO)c1	6	14	10	1.6	/	4	-25	0.2
C[C@@H]1CN([C@H](C)CO)C(=O)c2cc(-c3ccc(C(=O)N(C)C)cc3)cnc2O[C@H]1CN(C)C(=O)CN(C)C	-3	/	3	-0.1	-6	-18	-2	0.1
C[C@H]1CN([C@@H](C)CO)C(=O)c2cc(C#CC3CC3)cnc2O[C@H]1CN(C)Cc1ccccc1C(=O)O	1	/	-1	-0.2	3	1	-26	0.3
C[C@@H]1CCCCO[C@H](CN(C)C(=O)CCCN(C)C)[C@H](C)CN([C@@H](C)CO)C(=O)c2cc(NS(=O)(=O)c3ccccc3)ccc2O1	6	7	7	0.3	-3	-7	14	0.2
Cc1ccc(NC(=O)CCNS(=O)(=O)c2ccc(Br)cc2)cc1S(=O)(=O)N1CCOCC1	0	-10	7	/	-22	4	-15	-0.1
CCN(Cc1ccccc1)S(=O)(=O)c1ccc(F)cc1	-1	7	2	/	-2	8	-18	-0.1
COc1cccc(S(=O)(=O)N[C@@H]2CC[C@@H](CCn3cc(-c4ccc(F)cc4)nn3)O[C@H]2CO)c1	-1	1	3	0.9	-13	3	13	0.3
CCN(C(=O)COC(=O)c1cc([N+](=O)[O-])ccc1N1CCCCC1)C1CCS(=O)(=O)C1 (configuration not stated)	/	/	/	/	-7	7	-20	-0.1
CC(=O)c1cccc(NC(=S)Nc2cccc3ccccc23)c1	8	2	16	-0.2	0	-8	-19	0.0

RAD52 anneal inh: entries above that show a hit
SMILES,esBAF inh,S100A4 inh HTS,RAD52 anneal inh
Nc1nc(N)c2cc(Sc3ccc(Cl)cc3)ccc2n1,-53,-1,85*
O=C(Nc1cccc(Cl)c1)N1[C@@H]2CNC[C@H]1C2c1ccc(-c2ccccc2)cc1 (some centres not stated),/,-21&7,53*

3 compounds out of the list above, ordered by their value in esBAF inh, lowest first:
smiles | esBAF inh | S100A4 inh HTS | RAD52 anneal inh
COc1cccc(S(=O)(=O)N[C@@H]2CC[C@@H](CCn3cc(-c4ccc(F)cc4)nn3)O[C@H]2CO)c1 | 3 | -13 | 13
Cc1ccc(NC(=O)CCNS(=O)(=O)c2ccc(Br)cc2)cc1S(=O)(=O)N1CCOCC1 | 7 | -22 | -15
CC(C)CC(=O)Nc1nc2ccc(S(C)(=O)=O)cc2s1 | 20 | 3 | -12

High-throughput results deposited in PubChem BioAssay by Broad Institute.
